Source: PubChem
CRE-bla Fsk = alters forskolin-stimulated CRE reporter signaling in CHO cells; CHO CRE-bla reporter (cAMP response element driving beta-lactamase), forskolin EC10, beta-lactamase ratio; Potency, µM (highest dose often 38.2 µM), inactives show at the top dose activity change, negative = inhibition, actives largely listed as activators; hit rate 2.5% among 71,000; AID 662; active = well fitted activation curve with a large enough effect in the signal ratio, with a control signal flat, not every such curve was filed as active; inconclusive = small, poorly fitted or top-dose-only effect, or effect the other way, or a change in a side signal; the % refers to the signal ratio; also: % of control where 0% means no effect
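CRE-bla CHO reporter cells treated with compound titration plus EC10 NKH 477 (water-soluble forskolin), incubated 3 h at 37 °C; CCF4 loading 2 h at room temperature, 460/530 nm emission ratio read, AC50 values derived for positive or negative modulators.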
HBB splicing = hemoglobin beta splicing modulation; HBB splicing reporter cell assay, activation; EGFP reporter with mutant IVS2-654 intron; response scale: normalised to 500 nM splice-correcting PNA; hit rate 0.06% among 65,000; AID 925; Potency, µM (titrated, usually from 46.1 µM), for the others: at the top dose activation, most hits filed as activators; also: 0% is about no effect
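HeLa cells stably expressing EGFP interrupted by mutant beta-globin intron 2 (IVS2-654), 500/well in 2% FCS. Treated with compound for 2 days at 37C. Splicing correction scored as total well GFP intensity (488 nm excitation, 500-520 nm emission); 500 nM antisense PNA served as control.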
Hsp90 Hop PPI = changes Hsp90-Hop TPR2A binding signal, up or down; AlphaScreen TPR2A-His6 binding biotin-Hsp90 C-terminal peptide; Potency, µM (titrated, usually from 57 µM), for inactives: at the top dose activity change, negative = inhibition; hit rate 0.44% among 71,000; AID 595; active = well fitted curve in either direction with a large enough effect; inconclusive = small, poorly fitted or top-dose-only effect, or another doubt; also: % is scaled to controls: 0 for no effect and ±100 for the full control effect; many of its hits are not listed in these tables
ERK AVP block = inhibitors of vasopressin-stimulated ERK signaling pathway | hit rate 0.99% among 72,000 | Potency, µM (titrated, usually from 57.5 µM), without a hit: at the top dose activity, negative = inhibition, usual class: inhibitors | HEK293-V1b, vasopressin-stimulated pERK AlphaScreen; also: % is scaled to controls: 0 for no effect and ±100 for the full control effect; nearly all actives have a fitted effect of over 55% in size
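HEK293 cells stably expressing V1b receptor, seeded overnight in 1% FBS, were treated with compounds for 30 min at 37C, then stimulated 5 min with 25 nM vasopressin; phospho-ERK read by AlphaScreen SureFire after lysis.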
The depositor's hits bear a star; u = inconclusive; [ ] = dose if it differs, or a comment. Unless noted, calls follow the shape of the dose curve; as a rule, active = well fitted curve in the direction sought with a large enough effect; inconclusive = small, poorly fitted or top-dose-only effect, or another doubt; inactive = no such curve, though single readings can be large; an effect the other way counts as inactive or inconclusive. Potency is read from the fitted curve at half-maximal effect.

SMILES | CRE-bla Fsk | HBB splicing | Hsp90 Hop PPI | ERK AVP block
CC(=O)Nc1cccc(C)c1 | -4.1% | -0.5% | -6.9% | -17.4%
O=C(N[C@H](CO)[C@H](O)c1ccc([N+](=O)[O-])cc1)C(Cl)Cl | -14.2% | -0.4% | u | -17.0%
COCCn1c(C(=O)N2CCCC2)cc2c1C[C@H]1CN(C(=O)c3ccccc3)[C@@](Cc3ccc(OC)cc3)(C(=O)OC)[C@@H]21 | -12.1% | -0.3% | -0.5% | -10.4%
COC(=O)[C@@]1(Cc2ccc(F)cc2)[C@H]2c3cc(C(=O)N4CCCC4)n(CC4CC4)c3C[C@H]2CN1C(=O)c1ccccc1 | -6.3% | -1.8% | -4.1% | -15.2%
Nc1ccn([C@H]2CS[C@@H](CO)O2)c(=O)n1 | -6.3% | 1.1% | 3.1% | -31.3%
COC(=O)[C@@H]1C[C@H]1[C@@H](NS(=O)(=O)c1ccc2ccccc2c1)c1ccccc1 | -10.6% | 3.9% | 0.2% | 14.6%
CC(C)c1cccc2nc3c(c([Si](C)(C)C(C)(C)C)c12)Cn1c-3cccc1=O | u | 1.6% | 24.7% | 30.1%[activator]
COC(=O)[C@H]1C[C@@H]1[C@H](NS(=O)(=O)c1ccc2ccccc2c1)c1ccccc1 | -9.7% | 3.3% | -4.1% | 11.1%
CCCC/C=C/C(NC(=O)c1ccccc1)c1ccccc1 (centres undefined) | -11.4% | 2.3% | u | 25.4%
C=C1C(=O)C=C2CN(C(=O)c3ccccc3)[C@@](Cc3ccc(F)cc3)(C(=O)OC)[C@@H]12 | u | -1.1% | -1.0% | 10µM*
CSCCC=O | -9.5% | 1.3% | -0.5% | 12.4%
CCCCCCCCCCCCCCC1CO1 (centres undefined) | -3.2% | 0.4% | 0.2% | 0.5%
CC(=O)Nc1cccc(N)c1 | -10.2% | 0.0% | -1.2% | 2.8%
CCC/C=C(\CCC)C(NS(C)(=O)=O)c1ccccc1 (centres undefined) | 2.9% | 0.7% | -0.2% | 5.5%
Cc1ccc(CO)cc1 | -6.4% | -0.5% | 0.6% | 14.6%
COC(=O)N1CC=CC1(C)C(=O)O (centres undefined) | 3.4% | 0.3% | -1.6% | -2.5%
COC(=O)N1[C@H](Cc2ccccc2)C=C[C@]1(C)C(=O)O | -12.2% | 0.1% | -2.2% | -5.2%
CCCC[C@@H]1C[C@H]1C(NC(=O)c1ccco1)c1ccc(-c2ccccc2)cc1 (some centres undefined) | -4.8% | 4.4% | -8.0% | 8.8%
CCCC[C@@H]1C[C@H]1C(NC(=O)c1ccco1)c1ccc(C(=O)OC)cc1 (some centres undefined) | 4.2% | 1.1% | 0.1% | 9.0%
COC(=O)c1ccc(C(NC(=O)OCc2ccccc2)/C(F)=C/[C@@H](C)C(=O)NCCO)cc1 (some centres undefined) | -6.2% | -0.5% | -1.0% | 7.7%
COc1ccc(CNC(=O)[C@H](C)[C@@H]2C[C@@]2(C)[C@@H](NC(=O)OCc2ccccc2)c2ccccc2)cc1OC | -2.5% | 4.7% | -7.5% | -18.1%
C[C@@H](C(=O)Nc1ccc2ccccc2c1)[C@H]1C[C@]1(C)[C@H](NS(=O)(=O)c1ccccc1)c1ccccc1 | 0.0% | 2.3% | -8.0% | 11.7%
CCC=O | -6.5% | 0.3% | -1.7% | u
CC1(C(=O)O)C=CCN1C(=O)c1ccccc1 (centres undefined) | -3.6% | 0.5% | 2.6% | 4.6%
CC1=C(/C=C/C(C)=C/C=C/C(C)=C/C(=O)Nc2ccc(O)cc2)C(C)(C)CCC1 | u | -0.6% | -9.2% | 7.4%
Nc1cccc(S(=O)(=O)O)c1 | -6.9% | 1.4% | -3.0% | 15.1%
CC(=O)c1ccccn1 | -10.2% | -0.9% | 1.5% | -1.3%
O=C(O)CC(C(=O)O)C(CC(=O)O)C(=O)O (centres undefined) | -8.5% | 1.2% | 0.4% | 6.2%
COC(=O)[C@@]1(Cc2ccc(OC)cc2)[C@H]2c3cc(C(=O)N(C)C)n(CCO)c3C[C@H]2CN1C(=O)c1ccccc1 | -8.2% | 0.0% | -3.4% | -18.4%
COC(=O)CNC(=O)[C@@]1(C)C=C[C@@H](Cc2ccccc2)N1C(C)=O | -5.9% | -0.6% | -4.0% | 1.6%
O=C1OC(O)C(C(Cl)Cl)=C1Cl (centres undefined) | u | -0.5% | 2.8% | -1.3%
COC(=O)[C@@]1(Cc2ccc(OC)cc2)[C@H]2c3cc(C(=O)N(C)C)n(CCF)c3C[C@H]2CN1C(=O)c1ccccc1 | u | -0.3% | -2.9% | -8.0%
CC(C)C=O | -9.5% | 0.2% | -3.0% | 20.6%
COc1ccc(/C=C/c2cc(OC)cc(=O)o2)cc1 | 9.5% | 0.3% | -0.3% | -18.3%
CN(C)C(=O)[C@H]1C[C@@H]1[C@H](NC(=O)OCc1ccccc1)c1ccccc1 | -17.4% | 1.2% | 1.5% | 3.2%
COC(=O)[C@@]1(Cc2ccc(F)cc2)[C@H]2c3cc(C(=O)N4CCCC4)n(Cc4ccc(C)c(F)c4F)c3C[C@H]2CN1C(=O)c1ccccc1 | 5.9% | -0.8% | -18.5% | 4.3%
Cc1cccc([N+](=O)[O-])c1C(=O)O | -8.5% | 1.0% | 0.9% | -7.8%
CC(=O)N1[C@H](Cc2ccccc2)C=C[C@]1(C)C(=O)O | -10.8% | 0.9% | -1.6% | -4.0%
O[C@@H]([C@H](O)[C@@H](O)CBr)[C@@H](O)CBr | -5.4% | -1.1% | -0.7% | 13.2%
CC(=O)OCc1ccc2c(c1)OCO2 | -7.3% | -0.2% | -4.1% | 5.7%
C[C@@H](C(=O)Nc1ccc2ccccc2c1)[C@@H]1C[C@@]1(C)[C@@H](NS(=O)(=O)c1ccc2ccccc2c1)c1ccccc1 | -15.2% | 2.9% | -9.0% | -1.4%
COC(=O)[C@@]1(Cc2ccc(OC)cc2)[C@H]2c3cc(C(=O)N4CCCC4)n(Cc4ccc(C)o4)c3C[C@H]2CN1C(=O)c1ccccc1 | 3.2% | -0.1% | -21.2% | 22.2%
CC(Cc1ccccc1)C(=O)NCc1ccccn1 (centres undefined) | 5.7% | 0.1% | -0.1% | -3.0%
CCOCCOCC | -4.5% | 0.5% | -10.6% | -9.0%
C/C(C=O)=C/c1ccccc1 | -5.6% | 0.1% | -6.3% | 10.9%

Part of the list above, with tabs:
mol	CRE-bla Fsk	HBB splicing	Hsp90 Hop PPI	ERK AVP block
C=C1C(=O)C=C2CN(C(=O)c3ccccc3)[C@@](Cc3ccc(F)cc3)(C(=O)OC)[C@@H]12	u	-1.1%	-1.0%	10µM*
CSCCC=O	-9.5%	1.3%	-0.5%	12.4%
CCCCCCCCCCCCCCC1CO1 (centres undefined)	-3.2%	0.4%	0.2%	0.5%
CC(=O)Nc1cccc(N)c1	-10.2%	0.0%	-1.2%	2.8%
CCC/C=C(\CCC)C(NS(C)(=O)=O)c1ccccc1 (centres undefined)	2.9%	0.7%	-0.2%	5.5%
Cc1ccc(CO)cc1	-6.4%	-0.5%	0.6%	14.6%
COC(=O)N1CC=CC1(C)C(=O)O (centres undefined)	3.4%	0.3%	-1.6%	-2.5%
COC(=O)N1[C@H](Cc2ccccc2)C=C[C@]1(C)C(=O)O	-12.2%	0.1%	-2.2%	-5.2%
CCCC[C@@H]1C[C@H]1C(NC(=O)c1ccco1)c1ccc(-c2ccccc2)cc1 (some centres undefined)	-4.8%	4.4%	-8.0%	8.8%
CCCC[C@@H]1C[C@H]1C(NC(=O)c1ccco1)c1ccc(C(=O)OC)cc1 (some centres undefined)	4.2%	1.1%	0.1%	9.0%
COC(=O)c1ccc(C(NC(=O)OCc2ccccc2)/C(F)=C/[C@@H](C)C(=O)NCCO)cc1 (some centres undefined)	-6.2%	-0.5%	-1.0%	7.7%
COc1ccc(CNC(=O)[C@H](C)[C@@H]2C[C@@]2(C)[C@@H](NC(=O)OCc2ccccc2)c2ccccc2)cc1OC	-2.5%	4.7%	-7.5%	-18.1%
C[C@@H](C(=O)Nc1ccc2ccccc2c1)[C@H]1C[C@]1(C)[C@H](NS(=O)(=O)c1ccccc1)c1ccccc1	0.0%	2.3%	-8.0%	11.7%
CCC=O	-6.5%	0.3%	-1.7%	u
CC1(C(=O)O)C=CCN1C(=O)c1ccccc1 (centres undefined)	-3.6%	0.5%	2.6%	4.6%
CC1=C(/C=C/C(C)=C/C=C/C(C)=C/C(=O)Nc2ccc(O)cc2)C(C)(C)CCC1	u	-0.6%	-9.2%	7.4%
Nc1cccc(S(=O)(=O)O)c1	-6.9%	1.4%	-3.0%	15.1%

The listing continues.
SMILES | CRE-bla Fsk | HBB splicing | Hsp90 Hop PPI | ERK AVP block
COC(=O)[C@@]1(Cc2ccccc2)[C@H]2c3cc(C(=O)N4CCCC4)n(Cc4ccccc4)c3C[C@H]2CN1C(=O)c1ccccc1 | -4.3% | -0.2% | -6.8% | -2.2%
c1ccc2[nH]cnc2c1 | -9.2% | 1.2% | -2.6% | 5.4%
CCCCCCCCCCCCCC(=O)O | 2.1% | -0.9% | -1.1% | 5.0%
O=[N+]([O-])c1cccc(I)c1 | 3.7% | 1.1% | -8.3% | -9.5%
CC(C)(O)CCC(C)(C)O | -9.3% | -0.2% | -1.2% | 11.7%
CC(C)(C)c1ccc(OCC2CO2)cc1 (centres undefined) | 0.2% | -1.1% | -2.4% | 13.1%
C[C@@H](C(=O)Cc1ccc2ccccc2c1)[C@@H]1C[C@@]1(C)[C@@H](NP(=O)(c1ccccc1)c1ccccc1)c1ccccc1 | -14.8% | 2.3% | -21.2% | -27.7%
COC(=O)[C@@]1(Cc2ccc(F)cc2)[C@H]2c3cc(C(=O)N(C)C)n(Cc4ccsc4Br)c3C[C@H]2CN1C(=O)c1ccccc1 | u | -0.1% | -9.7% | 10.4%
Cc1cc(-c2ccc(N=Nc3cc(S(=O)(=O)O)c4ccccc4c3N)c(C)c2)ccc1N=Nc1cc(S(=O)(=O)O)c2ccccc2c1N | -10.1% | -0.7% | 1.26µM* | u
O=C(O)/C=C/c1ccc(/C=C/C(=O)O)cc1 | 0.4% | 0.7% | -0.5% | 15.1%
COC(=O)N1CC=CC1(C)C(=O)NCc1cc(F)cc(C(F)(F)F)c1 (centres undefined) | -7.2% | 0.8% | 0.0% | 7.5%
CCCC[C@@H]1C[C@H]1C(NC(=O)c1ccccc1)c1ccc(C(=O)OC)cc1 (some centres undefined) | u | 2.5% | 0.2% | 12.9%
CC(=O)N1CC=CC1(CC(C)C)C(=O)O (centres undefined) | 0.4% | -0.1% | -2.1% | 11.2%
C[C@H]1C2=C3C(CC[C@H]4C(OCc5ccc(F)cc5C(F)(F)F)OC[C@](C)([C@@H]34)N(C(=O)OC(C)(C)C)C2)C2COC(=O)OCC21 (some centres undefined) | -14.9% | 1.2% | -4.7% | -20.5%
CCCC(=O)c1cc(O)c(O)cc1O | u | 1.5% | -6.8% | -2.4%
CCCC[C@@H]1C[C@H]1C(NC(=O)c1cccs1)c1ccc(Cl)cc1 (some centres undefined) | 0.9% | 2.2% | u | 2.2%
CCCCCCCCC | -0.5% | -0.7% | -1.8% | -3.4%

Two entries picked at random from the list so far:
SMILES | CRE-bla Fsk | HBB splicing | Hsp90 Hop PPI | ERK AVP block
C[C@@H](C(=O)Cc1ccc2ccccc2c1)[C@@H]1C[C@@]1(C)[C@@H](NP(=O)(c1ccccc1)c1ccccc1)c1ccccc1 | -14.8% | 2.3% | -21.2% | -27.7%
c1ccc2[nH]cnc2c1 | -9.2% | 1.2% | -2.6% | 5.4%

Not all compounds are listed; count on the stated rates, not on these rows.
